Assay outcomes (PubChem)
esBAF inh: SWI/SNF esBAF complex inhibition | mouse ES cells, Bmi1-luciferase knock-in reporter, 24 h; 100% = twice the neutral-well signal | reporter increase, % at 12.5 µM | actives 2% (n = 350,000) | AID 602393; in the data active = activation above about 40%; inconclusive = no clear call, values can overlap the other calls;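 also: 0% = median of the plate's neutral control wells and 100% = double that signal; a rise in the Bmi1 reporter signal indicates esBAF inhibition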
C2C12 statin: suppressors of simvastatin-induced myotoxicity in C2C12 myotubes; rescue of ATP level, % at 7.49 µM; actives 0.78% (n = 330,000); ATP luminescence, 48 h; scaled: DMSO 0, geranylgeraniol control 100;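 active = mean ATP rescue above about 67%, or every replicate alone reaching that limit, limit read from the data, passing the limit was not always enough; inconclusive = no clear call, values can overlap the other calls; inactive = mean under the limit and some replicate under it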;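 also: myotubes were challenged with 10 µM simvastatin during compound exposure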
ERp5 block: blocks human ERp5 reductase activity on insulin; Q15084; ERp5 insulin aggregation, absorbance 650 nm, 90 min; inhibition, % at 9.99 µM; actives 0.05% (n = 350,000);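 active = mean replicate inhibition above about 25%, with every replicate also reaching it, limit read from the data, passing the limit was not always enough; inconclusive = only one of those two criteria met; inactive = neither criterion met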
Target sequence (Q15084 whole entry, looked up): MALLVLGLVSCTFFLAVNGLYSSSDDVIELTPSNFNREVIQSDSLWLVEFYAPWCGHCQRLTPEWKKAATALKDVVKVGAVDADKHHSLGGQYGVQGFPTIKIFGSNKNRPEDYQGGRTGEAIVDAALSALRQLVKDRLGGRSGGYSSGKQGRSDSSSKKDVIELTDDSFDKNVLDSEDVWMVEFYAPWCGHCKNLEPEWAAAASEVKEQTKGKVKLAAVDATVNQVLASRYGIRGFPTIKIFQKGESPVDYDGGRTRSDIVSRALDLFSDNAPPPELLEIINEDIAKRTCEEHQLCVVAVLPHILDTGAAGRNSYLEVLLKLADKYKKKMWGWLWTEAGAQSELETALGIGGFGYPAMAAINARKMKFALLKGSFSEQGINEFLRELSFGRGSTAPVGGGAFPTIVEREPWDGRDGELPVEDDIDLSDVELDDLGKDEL
Cneo AK release: causes C. neoformans cell lysis. actives 0.2% (n = 360,000). adenylate kinase release luminescence, 4 h; normalised: neutral wells 0, clomiphene wells 100. lysis activity, % at 15 µM. AID 651654;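 active = mean lysis activity across replicates of at least 80%, whatever share of replicates individually reach that level; inactive = mean lysis activity below 80%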
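Schedule: static 4 h at 37 °C with compound, 1 h detection; system: C. neoformans cells; benchmarks: Clomiphene as positive control; buffer or medium: fresh YPD medium; measure: luminescence rise reflecting yeast cell lysis; measured by: luminescent adenylate kinase detection reagent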
miR122 inh: miR-122 inhibition in Huh7 cells; AID 602342; Huh7 miR-122 Renilla luciferase sensor, 48 h; neutral wells = 0, positive control = 100; activation (reporter increase), % at 12.5 µM; actives 0.3% (n = 340,000);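 active = mean replicate activation score at least 90 and every replicate individually at or above 90; inconclusive = only one of the two criteria met; inactive = neither criterion met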;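 also: higher luciferase means less miR-122 activity so hits act as miR-122 inhibitors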
SIRT5 block: blocks human SIRT5 desuccinylation of peptide; AID 652115; inhibition, % at 15 µM; Q9NXA8; Purified SirT5, succinyl-peptide AMC, trypsin-coupled fluorescence; actives 1.1% (n = 330,000); in the data active = inhibition above about 15%; inconclusive = no clear call, values can overlap the other calls
Target sequence (Q9NXA8 whole entry, looked up): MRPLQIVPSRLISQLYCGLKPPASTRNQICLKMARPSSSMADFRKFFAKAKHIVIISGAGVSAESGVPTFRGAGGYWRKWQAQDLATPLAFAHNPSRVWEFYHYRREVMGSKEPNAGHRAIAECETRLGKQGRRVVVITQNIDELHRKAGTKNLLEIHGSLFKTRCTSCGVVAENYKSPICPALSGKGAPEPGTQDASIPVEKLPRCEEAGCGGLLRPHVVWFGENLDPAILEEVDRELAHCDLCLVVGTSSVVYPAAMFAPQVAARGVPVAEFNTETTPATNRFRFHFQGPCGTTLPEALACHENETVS
ARNT-TACC3 inh: disruptors of human ARNT/TACC3 interaction; Q9Y6A5; AlphaScreen His-ARNT PAS-B/GST-TACC3 binding, luminescence; TACC3 fragment carries E629A point mutation; inhibition, % at 9.99 µM; actives 0.66% (n = 390,000);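 active = mean inhibition of replicates at least 50% and at least half of replicates each reaching 50%; inconclusive = half or more replicates reach 50% but mean below 50%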;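 also: 0% = complete ARNT plus TACC3 wells and 100% = ARNT alone without TACC3; many hits fall short of the cut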
* = called active by the depositor; ? = inconclusive; . = not tested or not shown; & = joins results of further samples; [ ] = another dose, or the depositor's remark. Outcome played no part in choosing rows; overall some 4% were active at least once.

SMILES	esBAF inh	C2C12 statin	ERp5 block	Cneo AK release	miR122 inh	SIRT5 block	ARNT-TACC3 inh
CC[C@]12c3[nH]c4ccccc4c3CCN1C(=O)C(CC(=O)NCc1ccc(OC)c(OC)c1)C[C@@H]2C(=O)N1CCN(C(=O)C2CC2)CC1 (stereo partly specified)	6.8	-0.7	-1.8	3.6	-2.3	-3.6	-2.2
CCOC(=O)c1ccc(NC(=O)NCc2ccccc2OC)cc1	2.3	3.2	-2.6	-1.8	.	-6.9	-1.4
CC1(C)C2CCC1(CS(=O)(=O)NCc1ccc(S(N)(=O)=O)cc1)C(=O)C2 (stereo unspecified)	3.7	0.9	0.4	0.9	-4.4	3.6	6.7
COc1cc(/C=N/NC(=S)Nc2cccc(C(=O)O)c2)ccc1O	.	.	3.0	.	-0.5	8.8	14.4
CCCCOc1nc(N2CCOCC2)nc(C)c1[N+](=O)[O-]	.	.	-0.4	.	.	0.4	-3.5
C=CCOc1cccc(C2C(C(=O)c3ccc(C)o3)=C(O)C(=O)N2c2nnc(C)s2)c1 (stereo unspecified)	4.0	3.0	2.0	1.1	-9.6	-0.6	1.4
CC(C)(C)NC(=O)NC(=O)CN1CCN(S(=O)(=O)c2ccc3c(c2)CCCC3)CC1	-2.3	-0.6	4.3	4.1	-1.2	-5.4	-4.5
CCn1nc(CC(=O)Nc2nnc(CC(=O)N3CCCCC3)s2)c2ccccc2c1=O	-2.5	11.4	.	0.9	-3.3	.	0.4
c1ccc2c(c1)CCN(c1nc3ccccc3n3cnnc13)C2	26.7	24.9	2.5	-2.2	-2.8	.	-15.4
Cc1ccc(NC(=O)CN(C)Cc2ccc(Cl)cc2)cc1	-2.5	-1.4	1.2	.	-7.4	-3.5	-4.4
CC(C)C(Nc1ncnc2c1oc1ccccc12)C(=O)O (stereo unspecified)	.	.	-4.1	.	.	0.1	-3.9
C[C@H]1CN([C@@H](C)CO)C(=O)c2cccc(NC(=O)Nc3cccc4ccccc34)c2O[C@H]1CN(C)Cc1ccc2c(c1)OCO2	4.3	7.1	-2.6	-2.2	-5.2[16.7 µM]	3.7	13.2
COCCCNc1nc2ccccc2nc1NS(=O)(=O)c1cccs1	.	.	.	1.2	-1.6	.	-19.7
COc1cccc(CNc2ccc3c(c2)nc(C)n3C)c1OC	36.1	-3.6	-1.5	0.0	-0.9	1.0	0.4
C[C@@H]1CN([C@H](C)CO)S(=O)(=O)c2ccc(-c3cccc(F)c3)cc2O[C@H]1CN(C)C(=O)c1cccc(F)c1	-4.3	-141.4	-1.2	-3.8	-7.9[16.7 µM]	6.3	-1.2
CC(C)(C)n1ncc2c(=O)n(CC(=O)NCc3ccccc3)cnc21	-38.6	-10.8	.	-1.5	32.8	.	-2.1
O=C(O)C1CCCCC1C(=O)NCCc1c[nH]c2ccccc12 (stereo unspecified)	2.3	-3.9	.	-1.7	-2.7	.	-1.3
COC(=O)c1ccc(Cn2c(O)c(N=O)c3ccccc32)o1	-5.6	2.4	-6.4	0.0	-3.3	-1.8	-1.4
Cc1cc(C)c(C(=O)C(C)OC(=O)Cn2cnc3c2c(=O)n(C)c(=O)n3C)cc1C (stereo unspecified)	.	.	-0.3	.	.	1.7	-3.0
C/C(=N\OCc1ccc(C#N)cc1)c1cc2ccccc2o1	4.8	2.4	-6.4	-3.3	-8.9	-4.6	11.0
O=C(NCc1ccco1)c1noc2c1CCCCC2	34.2	-16.1	.	1.4	4.2	.	-0.9
N#CCC(CNc1ncc(C(F)(F)F)cc1Cl)OC(=O)c1cccc(C(F)(F)F)c1 (stereo unspecified)	-9.2	-5.2	-1.4	-0.4	10.9	-4.4	-5.3
CCCCN(C(=O)c1cc(Cl)nc2ccccc12)c1c(N)n(Cc2ccccc2)c(=O)[nH]c1=O	0.7	12.9	0.2	-1.0	-3.6	0.3	-0.9
COCCNC(=S)Nc1ccccc1[N+](=O)[O-]	.	.	-4.4	.	.	2.3	2.2
O=C(COC(=O)C1CCN(S(=O)(=O)c2cccs2)CC1)Nc1ccc(F)c(F)c1F	-3.7	-18.2	2.1	-2.0	-2.9	1.5	4.1
O=C(CN1CCN(c2ccccn2)CC1)Nc1nc2ccccc2s1	24.9	12.1	3.0	1.0	-3.1	-1.7	-1.1
C[C@H](CO)N1C[C@H](C)[C@@H](CN(C)S(=O)(=O)c2ccccc2)Oc2ccc(NC(=O)Nc3ccccc3)cc2C1=O	0.8&-3.2	-19.2&-18.5	0.6&0.5	0.1&0.0	-5.4[16.7 µM]	3.3&1.6	-1.6&1.6
C=CCN(c1ccc(C(=O)Nc2cccc(C)c2)cc1)S(C)(=O)=O	.	.	-2.8	.	-3.6	1.0	.
CCOC(=O)C1CCCN(C(=O)c2cn(C)c(=O)c3cc(OC)c(OC)cc23)C1 (stereo unspecified)	-3.5	0.6	.	-1.3	-2.3	.	-0.9
Cn1nnc2c[n+](CC(=O)c3ccc4ccccc4c3)cc(Br)c21	.	.	8.0	-0.7	0.0	0.5	-2.8
Cc1noc(C)c1NC(=O)N(C)C[C@@H]1Oc2ccc(NC(=O)Nc3ccccc3)cc2C(=O)N([C@@H](C)CO)C[C@H]1C	-6.1	0.0	-13.0	-4.1	6.8[16.7 µM]	-5.8	-2.5
COc1ccc(N/C=C/C(=O)c2ccc(C)cc2)c([N+](=O)[O-])c1	-7.9	-15.6	.	-3.2	2.4	.	-0.3
Cn1nc(-c2ccccc2F)c2cc(C(=O)Nc3ccc4c(c3)OCCO4)sc21	9.5	-30.2	.	-1.8	5.9	.	-2.9
COc1ccccc1N1CCN(C(=O)c2cc(-c3ccccc3)nc3c2cnn3C(C)C)CC1	0.9	17.0	6.7	0.9	-4.8	.	.
C[C@H](NC(=O)c1nc[nH]c1C(=O)N[C@@H](C)c1ccccc1)c1ccccc1	2.5	6.4	-0.9	-3.3	-8.3	.	11.3
Cc1ccc(S(=O)(=O)Nc2cccc3c2O[C@H](CN(C)Cc2ccccc2)[C@@H](C)CN([C@@H](C)CO)C3=O)cc1	2.5	-1.9	4.9	-1.7	17.1[16.7 µM]	-0.7	4.3
CCOC(=O)c1cnn(-c2nc(OC)cc(OC)n2)c1C(F)(F)F	-4.4	3.1	4.8	-0.3	-10.4	-4.4	-1.2
COc1ccc2c(c1)CCc1c(C(=O)NCc3ccco3)noc1-2	41.8*	3.7	-1.9	.	6.0	1.0	0.3
Nc1c(C(=O)NCCN2CCOCC2)c2nc3ccccc3nc2n1CCc1ccccc1	1.5	-18.8	.	14.3	-4.3	.	-47.9
CCC(C)N1CCN(S(=O)(=O)c2ccc(NC(C)=O)cc2)CC1 (stereo unspecified)	.	.	5.8	.	.	-4.3	-5.7
CCN1CCN(C(=O)c2ccc3c(=O)n(CCC4=CCCCC4)c(=O)[nH]c3c2)CC1	6.6	-4.9	.	1.9	-5.2	.	-7.6
CCC1(N(C(C)=O)c2ccc(OC)cc2)C(=O)c2ccccc2C1=O	-4.7	-0.7	.	.	-3.0	.	-0.5
Cc1nn(CC(=O)NCCC2=CCCCC2)c(C)c1[N+](=O)[O-]	-5.7	2.9	-11.5	-0.1	0.6	-0.6	0.6
CO[C@H]1CC[C@H]2CCOc3c(C#N)cccc3C(=O)N(C)[C@H](C)C(=O)N(C)C[C@@H]1O2	-8.8	6.2	2.2	-7.8	.	-1.3	-1.1
CC12CCCC(C(C#N)C(N)=O)(C1)NC(=O)C2C#N (stereo unspecified)	-0.6	4.4	1.7	1.2	.	19.8*	-5.3

Gathered by group, those above with a COOH group
SMILES	esBAF inh	C2C12 statin	ERp5 block	Cneo AK release	miR122 inh	SIRT5 block	ARNT-TACC3 inh
COc1cc(/C=N/NC(=S)Nc2cccc(C(=O)O)c2)ccc1O	.	.	3.0	.	-0.5	8.8	14.4
CC(C)C(Nc1ncnc2c1oc1ccccc12)C(=O)O (stereo unspecified)	.	.	-4.1	.	.	0.1	-3.9
O=C(O)C1CCCCC1C(=O)NCCc1c[nH]c2ccccc12 (stereo unspecified)	2.3	-3.9	.	-1.7	-2.7	.	-1.3

The list goes on.
SMILES	esBAF inh	C2C12 statin	ERp5 block	Cneo AK release	miR122 inh	SIRT5 block	ARNT-TACC3 inh
COCC(=O)Nc1c(C(=O)Nc2ccccc2OC)oc2ccccc12	2.4	-41.2	.	-0.4	14.5	.	2.6
COCC(=O)NC[C@H]1[C@@H](c2ccccc2)[C@@H](CO)N1C(=O)c1ccccc1	0.9	6.9	0.7	5.1	58.3[16.7 µM]	0.0	-2.0
O=C(C[C@@H]1CC[C@@H]2NC[C@@H](O)COC[C@H]2O1)NCCc1ccccc1	6.3	5.2	-1.8	0.8	-3.3[16.7 µM]	-1.5	4.3
O=C(COc1ccc(Cl)cc1)N1CCN(S(=O)(=O)c2ccc(Cl)cc2)CC1	-1.6	8.3	.	0.3	3.4	.	-14.1
O=C(NCc1ccccc1)c1ccc(-c2ccccc2F)o1	?	35.0	1.5	-0.7	.	-3.0	-0.1
C[C@H]1CN([C@@H](C)CO)C(=O)c2cccc(NC(=O)Nc3ccc4c(c3)OCO4)c2O[C@H]1CN(C)C	1.7	1.2	-13.9	-3.3	-0.5[16.7 µM]	-1.6	5.9
COc1ccc(NC(=O)N(C)C[C@H]2Oc3cc(-c4ccc(C)cc4)ccc3S(=O)(=O)N([C@H](C)CO)C[C@H]2C)cc1	-13.6	17.0	3.1	0.0	-26.4[16.7 µM]	-1.6	4.5
C[C@H]1CN([C@@H](C)CO)C(=O)c2cccc(NC(=O)c3nc4ccccc4s3)c2O[C@H]1CN(C)S(=O)(=O)c1cccs1	4.9	.	3.5	46.1	-0.6[16.7 µM]	1.6	2.4
COc1ccc(C(=O)N(C)Cc2ccon2)cc1OC1CCN(C(C)C)CC1	-1.0	-1.1	1.1	2.6	-0.9	3.1	-1.9
O=C(NCCCNC(=O)c1ccccn1)c1ccc(Cl)cc1	-4.0	-2.6	6.8	37.0	0.5	1.2	.
Cc1cnc(C(=O)Nc2ccc(C)c(S(=O)(=O)N3CCCCC3)c2)cn1	4.8	-2.2	-0.7	0.4	.	-3.8	3.4
O=S(=O)(c1cccc(F)c1)N1CC[C@@H]2[C@H]1c1cc(C#Cc3cccc(F)c3)ccc1N[C@@H]2CO	-2.7	26.8	.	-1.4	2.3[16.7 µM]	.	-2.4
C/C(=N\OCC(=O)OC(C)C(=O)Nc1ccc(C(N)=O)cc1)c1ccc2c(c1)OCO2 (stereo unspecified)	-2.7	2.4	1.9	-4.2	.	-11.3	-5.5
COc1ccc(CN(C)C[C@H]2OCCCC[C@H](C)Oc3ccc(NS(=O)(=O)c4ccc(OC)cc4)cc3C(=O)N([C@@H](C)CO)C[C@@H]2C)cc1	-5.2	.	.	2.8	11.4[16.7 µM]	.	-5.9
CCN1C(=O)N[C@@H](CCc2ccccc2)C(C(C)=O)=C1C	1.1	5.9	-0.9	5.5	.	.	.
Cc1c(-c2ccccc2Cl)nc2ccccc2c1C(=O)O	.	.	-1.0	.	.	-3.4	26.5
COCCNC(=O)C[C@H]1C[C@@H]2c3cc(NC(=O)Nc4ccccc4F)ccc3O[C@@H]2[C@H](CO)O1	-1.2	-5.2	.	-2.1	4.6[16.7 µM]	.	-4.1

Already shown: entries from further up.
SMILES	esBAF inh	C2C12 statin	ERp5 block	Cneo AK release	miR122 inh	SIRT5 block	ARNT-TACC3 inh
CC(C)C(Nc1ncnc2c1oc1ccccc12)C(=O)O (stereo unspecified)	.	.	-4.1	.	.	0.1	-3.9
C[C@H]1CN([C@@H](C)CO)C(=O)c2cccc(NC(=O)Nc3cccc4ccccc34)c2O[C@H]1CN(C)Cc1ccc2c(c1)OCO2	4.3	7.1	-2.6	-2.2	-5.2[16.7 µM]	3.7	13.2
COCCCNc1nc2ccccc2nc1NS(=O)(=O)c1cccs1	.	.	.	1.2	-1.6	.	-19.7
COc1cccc(CNc2ccc3c(c2)nc(C)n3C)c1OC	36.1	-3.6	-1.5	0.0	-0.9	1.0	0.4
